Bioassay records (PubChem BioAssay)
AHR act: AHR activators, primary screen, cell-based, luminescence, luciferase reporter, human | AHR-responsive luciferase reporter cells | activation, % at 5 µM | actives 2.5% (n = 320,000) | AID 2796, 2010 | Aryl hydrocarbon receptor (Homo sapiens), P35869; in the data active = activation above about 47%;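 also: 0% = vehicle wells and 100% = reference agonist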
HCV core dimer: inhibitors of HCV core protein dimerization, primary screen, biochemical, TR-FRET, high-throughput | TR-FRET GST/Flag-core106 dimerization, 1536-well | inhibition, % at 5 µM | actives 0.33% (n = 300,000);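 active = inhibition above the mean of all tested compounds plus 3 SD, set per screening campaign, cut at about 45% in these data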
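assay system = GST-tagged and Flag-tagged HCV core protein residues 1-106 | controls = unlabelled core106 and no-GST-core106 wells | incubation = compound-protein-antibody incubation 4 h at 22.5 °C | probe or stimulus = Eu donor and XL665 acceptor anti-tag antibodies | read-out = % inhibition based on acceptor/donor emission ratio | signal = TR-FRET 671 and 617 nm emission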
CTSL1 counter: Fasciola hepatica cathepsin L1 inhibitors, primary screen, counter-screen for PFM18AAP inhibitor project, biochemical, QFRET, fluorogenic peptide substrate; recombinant F. hepatica cathepsin L1, Z-Leu-Arg-MCA fluorescence; inhibition, % at 5.96 µM; actives 0.49% (n = 300,000); AID 1906, 2009;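 active = inhibition above the mean of all tested compounds plus 3 SD, set per screening campaign, cut at about 17% in these data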;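 also: 0% = plate median of test compound wells and 100% = 1 µM Z-Phe-Ala-diazomethylketone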
PP1 inh: PP1-alpha phosphatase inhibitors, primary screen, counter-screen for PP5 inhibitor project, biochemical, fluorescence, OMFP substrate, single point; Serine/threonine-protein phosphatase PP1-alpha catalytic subunit (Homo sapiens), P62136; purified PP1alpha; inhibition, % at 6.7 µM; actives 0.9% (n = 320,000); AID 2235, 2010;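 active = inhibition above the mean inhibition of all tested compounds plus 3 SD, computed separately for each screening campaign, cut at about 15% in these data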
Target sequence (P62136 whole entry, looked up): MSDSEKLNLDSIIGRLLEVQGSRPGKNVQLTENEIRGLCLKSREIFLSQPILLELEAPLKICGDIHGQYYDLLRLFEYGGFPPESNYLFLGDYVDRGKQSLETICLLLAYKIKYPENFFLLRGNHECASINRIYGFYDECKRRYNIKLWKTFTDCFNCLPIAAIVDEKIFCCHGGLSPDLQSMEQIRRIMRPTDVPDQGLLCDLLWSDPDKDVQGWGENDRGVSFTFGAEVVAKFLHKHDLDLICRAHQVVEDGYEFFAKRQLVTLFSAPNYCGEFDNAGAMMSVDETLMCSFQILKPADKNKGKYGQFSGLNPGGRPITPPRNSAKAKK
PP5 primary: PP5 phosphatase inhibitors, primary screen, biochemical, fluorescence. purified PP5c, OMFP substrate fluorescence. inhibition, % at 6.7 µM. actives 0.18% (n = 320,000);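 active = inhibition above the campaign's mean inhibition across all tested compounds plus 3 SD, cut at about 9.5% in these data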;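 also: 0% = DMSO only and 100% = 100 µM cantharidin control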
proCasp7 act: procaspase-7 activators, primary screen, counter-screen for procaspase-3 activator project, biochemical, absorbance, HTS, human. activation, % at 8.5 µM. AID 463210, 2010. recombinant procaspase-7, Ac-DEVD-pNA absorbance 405 nm; D23A/D198A/D206A triple mutant, cannot self-cleave; scale: DMSO 0, 5 µM enzyme 100. actives 0.093% (n = 330,000). Caspase-7 (Homo sapiens), P55210;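 active = percent activation above the screen-wide mean plus 3 SD, cut at about 25% in these data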
Target sequence (P55210 whole entry D23A/D198A/D206A): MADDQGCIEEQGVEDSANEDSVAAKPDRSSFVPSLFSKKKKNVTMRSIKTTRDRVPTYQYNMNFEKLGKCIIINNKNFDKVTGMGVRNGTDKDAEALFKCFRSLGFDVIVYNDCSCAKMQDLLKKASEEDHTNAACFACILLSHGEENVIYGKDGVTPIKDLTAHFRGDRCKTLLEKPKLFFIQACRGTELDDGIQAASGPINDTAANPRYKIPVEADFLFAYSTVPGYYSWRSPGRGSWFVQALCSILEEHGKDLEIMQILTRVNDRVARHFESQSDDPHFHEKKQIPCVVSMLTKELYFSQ
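System: Uncleavable procaspase-7 mutant enzyme; Amount: 2 µM procaspase-7 mutant as dispensed; Schedule: 1 h compound preincubation, 2 h substrate cleavage, 25 °C; Measured by: 405 nm absorbance of p-nitroaniline; Evaluation: percent activation from buffer-corrected 0–120 min absorbance change; Control set: low DMSO alone, high DMSO plus 5 µM PC-7.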
PAFAH2 inh: PAFAH2 enzyme inhibitors, primary screen, biochemical, fluorescence polarization, human; AID 492956, 2010; inhibition, % at 3.39 µM; Platelet-activating factor acetylhydrolase 2, cytoplasmic (Homo sapiens), Q99487; recombinant PAFAH2, FP-rhodamine activity probe; actives 0.99% (n = 340,000);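 active = inhibition above the mean over all tested compounds plus 3 SD, cut at about 30% in these data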;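 also: inhibitors block probe labeling of enzyme so polarization drops; 0% = enzyme with DMSO and 100% = wells lacking PAFAH2 protein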
proCasp3 act: activators of human procaspase-3 D3A mutant, primary screen, biochemical, absorbance, PC-3 D3A mutant, single concentration; Caspase-3 (Homo sapiens), P42574; recombinant procaspase-3 D3A, Ac-DEVD-pNA absorbance 405 nm; activation, % at 8.5 µM; actives 0.11% (n = 330,000);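 active = activation above the mean of all tested compounds plus 3 SD, cut at about 21% in these data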;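 also: 0% = DMSO alone and 100% = DMSO wells spiked with extra 5 µM PC-3 D3A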
Target sequence (P42574 whole entry D9A/D28A/D175A): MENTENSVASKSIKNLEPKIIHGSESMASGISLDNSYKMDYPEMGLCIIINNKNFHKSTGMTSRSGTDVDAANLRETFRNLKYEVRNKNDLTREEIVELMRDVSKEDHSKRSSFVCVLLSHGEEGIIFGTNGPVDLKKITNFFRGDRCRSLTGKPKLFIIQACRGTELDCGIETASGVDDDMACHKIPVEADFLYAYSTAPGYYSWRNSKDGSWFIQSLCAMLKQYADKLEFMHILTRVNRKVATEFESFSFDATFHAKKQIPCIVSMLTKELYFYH
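Assay system – Procaspase-3 D3A mutant, all three cleavage aspartates alanine · Controls – DMSO-only low control, 5 µM PC-3 D3A high control · Schedule – 1 h compound preincubation, 2 h substrate hydrolysis at 25 °C · Signal – 405 nm absorbance of p-nitroaniline, reads at 0 and 120 min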
TPT1 inh: Candida albicans TPT1 enzyme inhibitors, primary screen, biochemical, fluorescence polarization. tRNA 2'-phosphotransferase TPT1 (Candida albicans SC5314). inhibition, % at 5 µM. recombinant caTPT1, FP RNA substrate dephosphorylation. AID 1962, 2009. actives 0.81% (n = 300,000);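 active = inhibition above the mean of all tested compounds plus 3 SD, set per screening campaign, cut at about 24% in these data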;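 also: plate controls were DMSO alone for no effect and ferristatin control at 100 nM for full effect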
* marks the source's active call; other numbers are inactive results; . = no result given; & = joins results of further samples. An unsorted share of the library; overall some 5.6% were active at least once.

1) Cc1ccc(-c2nn(CCC(=O)O)cc2/C=C\C(=O)c2ccc(Br)cc2)cc1
2) Cc1cccc(C2c3[nH]c4ccccc4c3CCN2C(=O)Cc2nc(-c3ccccc3)n[nH]2)n1 (stereo not given)
3) O=C(c1ccco1)N1CCN(C(=O)C2CC(=O)N(c3ccc(Cl)cc3)C2)CC1 (stereo not given)
4) O=C(CN(C(=O)CCC(=O)Nc1nccs1)c1ccc(F)cc1)NCc1ccc2c(c1)OCO2
5) Cn1c(C(=O)Nc2ccc(Cl)cc2)cc2cc(Cl)ccc21
6) CC(C)CNc1nc(Oc2ccc(=O)[nH]n2)nc(N2CCOCC2)n1
Compound	1	2	3	4	5	6
AHR act	2	22	1	1	68*	-1
HCV core dimer	10	4	2	-3	0	-2
CTSL1 counter	1	-8	-2	-1	3	2
PP1 inh	9	-6	-2	-3	-5	0
PP5 primary	0.1	5.0	2.9	1.4	-2.7	-1.3
proCasp7 act	1	7	-1	-6	11	4
PAFAH2 inh	6	1	-1	-6	-2	1
proCasp3 act	-1	1	-4	-2	1	0
TPT1 inh	-1	-3	0	3	0	-6

7) CC1CCN(c2ccccc2NC(=O)c2ccc(F)cc2)CC1
8) COc1cccc(CNC(=O)c2ccccc2N)c1
9) CCSc1nnc(NC(=O)[C@@H](NC(=O)c2ccccc2)C(C)C)s1
10) O=C(Nc1ccccc1C(F)(F)F)N1CCC(n2c(=O)[nH]c3ccccc32)CC1
11) Nc1ccc(-c2ccc(C(=O)O)s2)cn1
12) CC(C)(C)Cc1nnc(NS(=O)(=O)c2ccc(F)cc2)s1
Compound	7	8	9	10	11	12
AHR act	-1	3	1	1	6	9
HCV core dimer	1	-3	2	-2	-16	2
CTSL1 counter	18*	-1	-3	0	-3	0
PP1 inh	2	2	-2	6	-5	-4
PP5 primary	2.5	-2.0	3.7	3.6	4.5	0.8
proCasp7 act	3	-4	-5	7	-8	-3
PAFAH2 inh	1	-2	-2	-1	-1	4
proCasp3 act	-7	12	-10	-8	-1	2
TPT1 inh	-1	-4	-2	-2	-3	-6

13) Cc1cc(C)c(NC(=O)CN2C(=O)NC3(CCCCC3)C2=O)c(Cl)c1
14) O=C(CCc1nnc2ccc(NCc3ccccc3)nn12)NC1CCCC1
15) CCCCNC(=O)Cn1c(=O)n(C)c2ccccc21
16) Cc1ccc(S(=O)(=O)N(CC(=O)NCC2CCCO2)Cc2cccc(C)c2)cc1 (stereo not given)
17) O=C(Nc1ncc(Cc2ccccc2)s1)C1COc2ccccc2O1 (stereo not given)
18) Cc1ccc(S(=O)(=O)c2nc(-c3ccccc3)oc2NCc2cccnc2)cc1
Compound	13	14	15	16	17	18
AHR act	0	0	0	0	0	1
HCV core dimer	2	4	5	5	8	1
CTSL1 counter	-5	2	-2	-12	1	2
PP1 inh	-2	0	-1	-3	2	1
PP5 primary	5.4	-3.3	-1.1	-0.3	2.6	5.0
proCasp7 act	2	2	13	1	-5	-16
PAFAH2 inh	6	1	8	15	-20	7
proCasp3 act	-2	-4	7	2	11	2
TPT1 inh	4	2	6	2	-3	-5

19) Cc1c(Cl)cccc1NC(=S)N1CCCN(Cc2ccccc2F)C1
20) O=C(Nc1cc(S(=O)(=O)N2CCCCC2)ccc1N1CCCCC1)c1ccncc1
21) Cc1nn(Cc2ccccc2)c2sc(C(=O)N3CCN(Cc4ccc5c(c4)OCO5)CC3)cc12
22) N#Cc1c(N)n[nH]c1Cc1cccc2ccccc12
23) CNC(=O)CN(c1cc([N+](=O)[O-])ccc1OC)S(C)(=O)=O
24) CC1(C)CC(=O)c2cnc(NC(=O)c3ccco3)nc2C1
Compound	19	20	21	22	23	24
AHR act	-2	0	3	2	2	3
HCV core dimer	-1	7	11	-21	-13	3
CTSL1 counter	-2	0	3	-1	-3	-4
PP1 inh	7	-1	0	2	0	1
PP5 primary	-0.1	0.2	1.5	1.1	1.9	1.8
proCasp7 act	8	2	-4	6	-3	22
PAFAH2 inh	-2	0	-1	11	0	-4
proCasp3 act	4	8	8	10	-4	-2
TPT1 inh	3	1	-6	-4	-2	1

Ordered by SMILES length (rising): some entries from above.
24) CC1(C)CC(=O)c2cnc(NC(=O)c3ccco3)nc2C1
17) O=C(Nc1ncc(Cc2ccccc2)s1)C1COc2ccccc2O1 (stereo not given)
19) Cc1c(Cl)cccc1NC(=S)N1CCCN(Cc2ccccc2F)C1
23) CNC(=O)CN(c1cc([N+](=O)[O-])ccc1OC)S(C)(=O)=O
21) Cc1nn(Cc2ccccc2)c2sc(C(=O)N3CCN(Cc4ccc5c(c4)OCO5)CC3)cc12
Compound	24	17	19	23	21
AHR act	3	0	-2	2	3
HCV core dimer	3	8	-1	-13	11
CTSL1 counter	-4	1	-2	-3	3
PP1 inh	1	2	7	0	0
PP5 primary	1.8	2.6	-0.1	1.9	1.5
proCasp7 act	22	-5	8	-3	-4
PAFAH2 inh	-4	-20	-2	0	-1
proCasp3 act	-2	11	4	-4	8
TPT1 inh	1	-3	3	-2	-6

Remaining list, next part:
25) COc1ccc(OC)c(/C=C2\SC(N3CCCC(C)C3)=NC2=O)c1 (stereo not given)
26) O=C(O)CCCCCCCCc1cn(CN2C(=O)c3ccccc3C2=O)nn1
27) CCc1ccccc1N1C(=O)C2C3C=CC(CC3)C2C1=O (stereo not given)
28) CCS(=O)(=O)N1Cc2ccccc2CC1C(=O)N(C)CC(=O)Nc1ccc(OC)cc1 (stereo not given)
29) CCc1ccc(-c2cc(C)no2)cc1S(=O)(=O)N1CCN(c2ccc(F)cc2)CC1
30) COc1ccc(-n2c(SCc3ccccn3)nc3c(c2=O)SCC3)cc1OC
Compound	25	26	27	28	29	30
AHR act	31	2	0	2	3	1
HCV core dimer	8	-1	-1	.	14	-1
CTSL1 counter	8	-2	0	.	0	1
PP1 inh	-1	-1	-1	4	2	0
PP5 primary	2.4	1.0	-0.8	2.7	3.1	0.4
proCasp7 act	-11	4	2	-5	6	-1
PAFAH2 inh	-3	1	4	2	9	14
proCasp3 act	-4	-3	-9	10	1	1
TPT1 inh	7	-6	-3	.	2	0

31) COc1ccc(C2=C(CN(C)C)C(c3ccccc3)c3ccccc3O2)cc1 (stereo not given)
32) Cc1ccc(N2C(=O)NC(NC(=O)c3ccc(Cl)cc3)(C(F)(F)F)C2=O)cc1 (stereo not given)
33) CCCS(=O)(=O)N1CCC(C(=O)NCc2ccccc2Cl)CC1
34) Nc1nnc(SCC(=O)NCCOc2ccccc2)s1
35) COc1ccc(OC)c(C(=O)NC(CC(N)=O)c2ccc(N3CCC(Cc4ccccc4)CC3)c([N+](=O)[O-])c2)c1 (stereo not given)
36) COCCNC(=O)/C(C#N)=C/c1c(F)cccc1Cl
Compound	31	32	33	34	35	36
AHR act	3&1	2	-1	5	1	-2
HCV core dimer	-15&-12	-11	-5	2	3	-1
CTSL1 counter	0&3	-4	5	-4	-1	-1
PP1 inh	1&4	-2	-2	1	2	-4
PP5 primary	0.7&5.2	-0.5	-0.9	0.8	6.6	0.3
proCasp7 act	0&3	3	6	-12	5	-8
PAFAH2 inh	13	7	9	3	1	8
proCasp3 act	2&-4	5	-1	-9	1	1
TPT1 inh	2&-2	4	-3	-1	0	0

37) C=CCN1CN(S(=O)(=O)c2cccs2)c2nc3ccccc3nc21
38) COc1cc2c(cc1OC)C(c1cccs1)CC(=O)N2 (stereo not given)
39) O=[N+]([O-])c1cc(S(=O)(=O)N2CCCC2)ccc1N/N=C/c1cccs1
40) CCCCn1c(C)cc(C)c(S(=O)(=O)c2ccccc2C)c1=O
41) O=c1[nH]c(COc2ccccc2)nc2ccccc12
42) COc1ccccc1NS(=O)(=O)c1cc(C(=O)N2CCCC2)ccc1C
Compound	37	38	39	40	41	42
AHR act	10	2	1	1	1	0
HCV core dimer	0	0	34	5	7	.
CTSL1 counter	5	2	3	1	-5	.
PP1 inh	-1	-7	2	2	-5	-5
PP5 primary	2.4	2.0	0.2	3.6	0.8	0.1
proCasp7 act	5	2	6	4	7	-2
PAFAH2 inh	18	-5	1	10	-6	3
proCasp3 act	-2	1	2	-7	4	0
TPT1 inh	0	1	0	-3	1	.

43) Cc1onc(-c2ccccc2)c1C(=O)c1c[nH]c(C(=O)NCc2ccccn2)c1
44) S=C(NCc1ccncc1)Nc1cc(Cl)cc(Cl)c1
45) CCOc1c(Cl)cc(CNCC(C)C)cc1Cl
46) CC(C)C(NC(=O)Nc1ccccc1)C(=O)Nc1cccc(S(=O)(=O)N(C)C)c1 (stereo not given)
47) O=C1O/C(=C/c2ccccc2)c2ccccc21
48) OC1CCN(c2c3c(nc4cc(-c5ccc(F)cc5)nn24)CCC3)CC1
Compound	43	44	45	46	47	48
AHR act	5	5	3	3	0	2
HCV core dimer	-1	-3	1	7	-10	0
CTSL1 counter	2	-3	2	-3	0	3
PP1 inh	3	0	-3	2	0	0
PP5 primary	-1.7	3.7	-1.3	4.2	2.2	5.3
proCasp7 act	9	7	-6	7	2	18
PAFAH2 inh	-6	0	-8	7	19	-12
proCasp3 act	5	-2	-1	1	-4	0
TPT1 inh	2	-1	0	-1	-3	0

49) COc1ccc(NC(=O)CN2C(=O)COc3ccc(S(=O)(=O)N4CCOCC4)cc32)c(OC)c1
50) CN(CC(=O)Nc1cccc(F)c1)C(=O)c1cccnc1Sc1ccc(Cl)cc1
51) C=CCn1cccc(C(=O)Nc2cc(OC)ccc2OC)c1=O
52) CN(CC(=O)Nc1cccc(F)c1)C(=O)c1ccc(OCc2cn3ccccc3n2)cc1
53) O=C(CSc1nnc(-c2ccc(O)cc2)o1)Nc1ccccc1
54) O=C(Nc1cccc(Cl)c1)c1ccccc1
55) CCOCCc1nnc(NC(=O)C2CCN(C(=O)c3ccco3)CC2)s1
Compound	49	50	51	52	53	54	55
AHR act	0	3	60*	6	1	9	0
HCV core dimer	2	-7	0	.	-1	-8	11
CTSL1 counter	-4	-2	3	.	2	-1	-3
PP1 inh	-2	0	-2	.	-3	-2	-5
PP5 primary	2.1	2.5	-1.1	.	2.3	1.8	-2.3
proCasp7 act	11	10	1	10	8	0	3
PAFAH2 inh	1	-2	-2	6	1	10	2
proCasp3 act	-3	2	-2	1	1	1	9
TPT1 inh	-4	-2	0	.	3	-6	-3
